phage Ecoli inh – growth loss of phage-infected E. coli, primary screen, RecBCD inhibitor project, absorbance, with phage, HTS. AID 651602, 2012. inhibition, % at 11.9 µM. hit rate 0.26% among 360,000; in the data active = inhibition above about 11%
HTR5A inv ctr – HTR5A inverse agonists in luminescence cell assay, primary screen, counter-screen for OPRM1-OPRD1 heterodimer inverse agonist project, full-deck HTS | inhibition, % at 9.3 µM | HTR5A cell line, inverse agonism | 5-hydroxytryptamine receptor 5A (Homo sapiens), P47898 | hit rate 0.083% among 340,000; in the data active = inhibition mostly above about 23%, no sharp cut-off; inactive = mostly below about 18%;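 also: 0% = cells with DMSO and 100% = no-cell wells with DMSO; some compounds called inactive have numbers as strong as hits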
Target sequence (P47898 whole entry, looked up): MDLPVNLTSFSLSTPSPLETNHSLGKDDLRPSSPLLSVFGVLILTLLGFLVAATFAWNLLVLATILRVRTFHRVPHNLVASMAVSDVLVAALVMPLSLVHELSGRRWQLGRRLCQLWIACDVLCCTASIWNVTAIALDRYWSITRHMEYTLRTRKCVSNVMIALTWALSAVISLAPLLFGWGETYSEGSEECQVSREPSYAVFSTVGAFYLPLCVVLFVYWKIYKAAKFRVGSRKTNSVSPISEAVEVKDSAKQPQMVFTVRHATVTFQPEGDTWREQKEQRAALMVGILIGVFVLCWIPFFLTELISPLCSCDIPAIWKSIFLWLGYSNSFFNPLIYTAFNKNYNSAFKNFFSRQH
PKA-R1A act – activators of PKA-R1A holoenzyme, primary screen, biochemical, fluorescence polarization, Cy5-IP20, bovine R1A, mouse PKAc; hit rate 0.083% among 340,000; cAMP-dependent protein kinase type I-alpha regulatory subunit (Bos taurus) + …; activation, % at 11.4 µM; PKA-R1A dissociation; scaled: DMSO 0%, 113 µM cGMP 100%;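 active = percent activation above the mean of all tested compounds plus 3 SD, cut at about 19% in these data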;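 also: higher means more PKAc released from R1A so a rise in polarization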
Mot1-301 SUMO – yeast Mot1-301 growth rescue at high temperature, primary screen, SUMOylation pathway inhibitor project, S. cerevisiae, ATP luminescence, 38.5C | S. cerevisiae Mot1-301 growth rescue; percent above DMSO median, 100 means doubled | growth rescue, % at 18.8 µM | hit rate 1% among 320,000 | AID 2716, 2010;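 active = every valid replicate shows activation above 250% relative to neutral control wells; inactive = the rest, any valid replicate at or below 250%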;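 also: OY570 slx delta 5 strain wells were the positive control but not used for scaling; some compounds called inactive have numbers as strong as hits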
HTR5A ag ctr – HTR5A agonists in luminescence cell assay, primary screen, counter-screen for OPRM1-OPRD1 heterodimer agonist project, full-deck HTS; AID 504692, 2011; cell-based; hit rate 0.61% among 340,000; activation, % at 9.3 µM; 5-hydroxytryptamine receptor 5A (Homo sapiens), P47898; in the data active = activation mostly above about 9.5%, no sharp cut-off; inactive = mostly below about 7.6%;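 also: 0% = cells with vehicle only and 100% = reference agonist; strong numbers were not always called active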
Pemphigus Ab inh – inhibitors of pemphigus antibody binding to DSG3, primary screen, biochemical, bead-based, flow cytometry, scFv-GFP; Desmoglein-3 (Homo sapiens), P32926; DSG3-coupled beads, scFv-anti-DSG3-GFP binding; stronger effect = lower value; binding (percent of control), % at 10 µM; hit rate 0.48% among 310,000; AID 588358, 2011;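 active = binding more than 3 SD below its plate's average and above zero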; also: some compounds called inactive have numbers as strong as hits
PfHsp90 set2 – growth inhibition of PfHsp90-expressing yeast, primary screen, antimalarial PfHsp90 inhibitor project, S. cerevisiae, BacTiter-Glo luminescence, single point, set 2 | BacTiter-Glo ATP, 48 h; yeast lacking PDR1 and PDR3 efflux regulators | inhibition, % at 9.4 µM | hit rate 0.32% among 310,000 | AID 504621, 2011;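 active = every replicate shows inhibition above about 80%, whatever the replicate mean, limit read from the data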;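 also: 0% = DMSO neutral controls and 100% = 20 µM radicicol positive controls; yeast relying on Plasmodium falciparum Hsp90 in place of its own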
Ecoli viability – E. coli V3065 growth inhibition, primary screen, counter-screen for AddAB inhibitor project, absorbance, OD600; hit rate 0.27% among 330,000; 18 h; inhibition, % at 11.9 µM; AID 449728, 2010;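 active = inhibition above the campaign's mean inhibition across all tested compounds plus 3 SD, cut at about 9.9% in these data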;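 also: uninfected addAB+ strain grown without phage in ampicillin broth; 0% = DMSO wells and 100% = ciprofloxacin 0.95 µg/ml wells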
AddAB inh – growth inhibition of E. coli expressing H. pylori AddAB, primary screen, AddAB inhibitor project, absorbance; inhibition, % at 11.9 µM; hit rate 0.29% among 330,000; in the data active = inhibition above about 12%;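 also: 0% = vehicle wells of infected cells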
MOR-DOR ag – agonists of OPRM1-OPRD1 heterodimerization, primary screen, cell-based, luminescence. Mu-type opioid receptor (Homo sapiens) + Delta-type opioid receptor (Homo sapiens), …. cells. activation, % at 9.3 µM. hit rate 0.3% among 340,000. AID 504326, 2011; in the data active = activation above about 18%;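 also: 0% = vehicle-treated cells and 100% = reference agonist; values of inactives mirror those of a sister screen read the other way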
OPRM1-OPRD1 inv – inverse agonists of MOR-DOR heterodimerization, primary screen, cell-based, luminescence; cell-based MOR-DOR heterodimer luminescence, inverse agonism; inhibition, % at 9.3 µM; AID 504357, 2011; Mu-type opioid receptor (Homo sapiens) + Delta-type opioid receptor (Homo sapiens), …; hit rate 0.21% among 340,000; in the data active = inhibition above about 22%, passing the limit was not always enough;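 also: 0% = cells with DMSO and 100% = wells without cells with DMSO; values of inactives mirror those of a sister screen read the other way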
* hit, by the source's call; x = not tested or not shown.

Every second line gives: PfHsp90 set2	phage Ecoli inh	PKA-R1A act	AddAB inh	Ecoli viability	OPRM1-OPRD1 inv	MOR-DOR ag	Pemphigus Ab inh	HTR5A ag ctr	HTR5A inv ctr	Mot1-301 SUMO
Cc1ccccc1C(=O)NC(CC(C)C)C(=O)N1CCN(c2ccccc2)CC1 (centres undefined)
→ -32	0.4	9	4.3	0.6	-1	0.2	104	4	2	-8
COc1cccc(C(=O)OCC(=O)c2c[nH]c3ccccc23)c1O
→ 13	2.5	-8	6.1	-0.2	10	-2.2	110	0	1	5
COc1ccccc1CN1C(=O)[C@H]2Cc3c([nH]c4ccccc34)C(C)(C)N2C1=O
→ 11	1.2	0	1.3	1.2	-13	2.4	100	1	-27	23
Cc1nnc(Nc2ccc(C(=O)NCCO)cc2)c2ccccc12
→ x	1.2	-3	3.6	1.8	15	-3.0	103	1	2	-28
O=c1c(=NNc2ccccc2Cl)c(=O)c2ccccc12
→ 10	2.3	5	x	x	7	-1.2	123	3	7	x
Cc1ccc(C(C(=O)NCC2CCCO2)N(Cc2ccccc2F)C(=O)Cn2nnc(-c3cccs3)n2)cc1 (centres undefined)
→ -30	-0.5	9	-2.5	-0.6	14	-2.3	x	-4	9	371*
O=C(Cn1nnc(-c2ccc(F)cc2)n1)Nc1ccc2c(c1)OCCO2
→ 38	3.2	-8	0.0	0.9	-3	0.5	100	0	1	-8
Cc1ccc(NC(=O)CN(C)C(=O)COc2cccc3ccc(C)nc23)cc1
→ 38	-0.2	15	-1.3	1.1	5	-1.2	112	3	-11	-4
Cc1cc(=O)n2nc(-c3ccc(C(F)(F)F)cc3)sc2n1
→ -27	2.7	3	1.1	1.7	6	-1.2	99	-2	4	195
O=C1C2C3C=CC(C3)C2C(=O)N1c1ccccc1 (centres undefined)
→ x	2.6	3	1.0	2.7	4	-0.8	93	-2	6	-18
Cc1cc(C)c(-c2c(O)c3cccc4c3n(c2=O)CCC4)c(C)c1
→ -11	-0.6	-4	4.8	-0.2	9	-1.6	103	4	-16	33
O=[N+]([O-])c1ccccc1NC(=S)N/N=C/c1ccc(O)c(O)c1
→ 11	4.5	-2	1.1	-0.9	-14	2.7	96	-6	11	-8
CC(C)Cc1nnc(NC(=O)CCC(=O)N2CCN(c3ccc(F)cc3)CC2)s1
→ -4	1.7	-5	1.7	-2.7	8	-1.5	97	-1	-23	0
NS(=O)(=O)c1ccc(CCNC(=O)C(=O)NCC2OCCN2S(=O)(=O)c2cccs2)cc1 (centres undefined)
→ -24	1.5	0	5.1	1.5	14	-2.4	118	0	-2	-2
O=C(CCc1c[nH]c2ccccc12)N/N=C/c1ccc2c(c1)OCO2
→ 10	0.0	-6	0.5	0.8	-12	2.5	99	1	-2	18
CN1CCC(NC(=S)NC2CC2)CC1
→ 7	4.6	-9	-0.2	-2.7	11	-2.1	101	-1	4	1
CCCC(C)NC(=O)c1ccc(OCc2ccc(Cl)cc2)c(OC)c1 (centres undefined)
→ -12	3.2	-3	4.6	1.8	-24	4.4	122	6	4	5
COc1nc2ccc(C)cc2cc1-c1noc(-c2ccccc2)n1
→ x	2.3	2	3.0	-1.1	-5	1.1	103	9	-19	-6
CCOC(=O)c1c(NC(=O)CSc2nnc(C)s2)sc2c1CCC(C)C2 (centres undefined)
→ x	0.9	-5	5.2	0.2	-11	2.4	101	8	1	-6
FC(F)(F)c1cc(Oc2ccccc2)nc(-c2ccccn2)n1
→ x	-1.2	-11	-0.2	0.8	3	-0.5	101	0	3	-2
O=C(Cn1ncn2cccc2c1=O)N1CCCCC1
→ 8	1.0	-4	1.9	-1.5	8	-1.4	102	0	0	0
CSc1nc2[nH]c3c(c2c2ncnn12)CCCC3
→ 9	0.1	-6	4.8	0.6	12	-2.6	100	-1	-4	-3
CC(=O)c1ccc(NC(=O)CSc2nc(N3CCOCC3)nc(N3CCOCC3)n2)cc1
→ -5	1.8	-5	-1.4	-1.7	2	-0.3	104	1	-2	55
Oc1ccc(C23CCCC2C2(CCCC2)c2ccc(O)cc2O3)c(O)c1 (centres undefined)
→ -26	2.3	-4	2.5	-0.9	-23	5.7	x	-1	4	85
S=c1[nH]nc(-c2ccc(Cl)cc2)n1/N=C/C=C/c1ccco1
→ -6	-0.3	x	1.5	-1.0	x	x	94	x	x	-28
O=C(NCc1cccnc1)c1ccc2c(=O)n(CCCN3CCCC3=O)c(=S)[nH]c2c1
→ x	2.9	5	1.2	-4.1	10	-2.0	105	5	-31	-7
CCOCCCNC(=O)c1cc2c(-c3ccc(Cl)cc3)nn(C)c2s1
→ -25	3.6	-6	5.3	0.8	7	-1.5	110	2	-6	259
COc1cc(Cl)c(C)cc1NC(=O)CC1SC(N2CCOCC2)=NC1=O (centres undefined)
→ 20	2.3	1	3.9	4.6	24	-6.5	x	8	13	-2
CC1(C(=O)OCC(=O)Nc2cc(S(=O)(=O)N3CCOCC3)ccc2Cl)CC1(Cl)Cl (centres undefined)
→ -1	0.8	2	x	x	0	0.0	x	-1	2	x
O=C(N/N=C/c1cc(O)ccc1Br)c1cccnc1
→ -7	-3.0	2	-5.4	-6.6	-1	0.3	114	0	-1	4
CCOCCCNC(=O)CCC(=O)NNc1nc2ccccc2c2nc(-c3ccccc3)nn12
→ 18	1.7	6	0.2	-1.4	4	-0.6	99	-2	18	361
Cc1cc(C(=O)NCc2ccc3c(c2)OCO3)ccc1[N+](=O)[O-]
→ -3	2.2	2	2.4	0.2	9	-2.0	99	5	-19	-8
CC1CCCCC1NC(=O)COC(=O)CN1C(=O)c2ccccc2C1=O (centres undefined)
→ 5	-0.5	-3	2.3	1.1	-3	0.7	x	-9	23	2
Cc1ccc(NC(=S)NNC(=O)c2ccc(N3CCOCC3)c([N+](=O)[O-])c2)cc1Cl
→ -42	3.4	7	1.0	1.4	31	-4.9	95	-1	11	0
COc1cccc(CC(=O)OCC(=O)NCCc2ccc(F)cc2)c1
→ -18	2.4	-1	0.5	-0.5	-1	0.2	96	-1	10	-7
CC(=O)c1oc2ccccc2c1N
→ -19	1.8	0	2.9	-0.2	9	-2.1	95	7	-19	19
COc1ccc(CNC(=O)CC(C)c2ccccc2)cc1 (centres undefined)
→ -5	1.2	-5	1.0	0.8	-3	0.7	110	1	-4	-1
CCN1CCN(C(=S)NC(CC(=O)c2ccccc2)c2ccccc2)CC1 (centres undefined)
→ -9	2.2	0	5.9	-1.0	21	-4.2	x	6	-14	36
CCNc1c(NS(=O)(=O)c2ccc(F)c(Cl)c2)c(=O)oc2ccccc12
→ -2	2.0	-5	3.1	-1.1	12	-2.2	108	-4	10	-14
CC(Sc1ccc(Cl)cc1)C(=O)Nc1ccc2c(c1)OCO2 (centres undefined)
→ 28	1.3	-17	-0.1	-0.3	12	-2.2	101	-4	23	220
NC(=O)c1ccc(NC(=O)C2CC2)cc1
→ -14	4.0	0	3.9	-0.1	-40	5.8	103	8	-6	-11
CC1c2cc3c(cc2CCN1C(=O)c1cccc(F)c1)OCCCO3 (centres undefined)
→ -8	0.4	4	2.7	1.2	11	-2.1	105	-1	4	67
O=C(O)CCc1ccc(S(=O)(=O)Nc2cc(C(F)(F)F)ccc2N2CCCC2)cc1
→ -32	3.3	-1	x	x	-2	0.3	98	1	-23	x
CCOC(=O)C1=C(C)N=c2s/c(=C\c3ccc(OC(C)=O)cc3)c(=O)n2C1/C=C/c1ccccc1 (centres undefined)
→ 13	2.0	0	4.2	-3.5	6	-1.1	117	-4	-23	-16
O=C(Nc1ccc(-n2cnnn2)cc1)C1CCCN1C(=O)Nc1ccc(Br)cc1 (centres undefined)
→ 6	3.1	1	2.0	-0.3	-3	0.4	128	3	-20	7
COc1cc(/C=N/Nc2snc(SC)c2C#N)ccc1O
→ -5	1.8	-10	0.9	-0.7	1	-0.1	98	3	-4	-11
COCCCNC(=O)c1ccc2c(=O)n(CC3CCCO3)c(=S)[nH]c2c1 (centres undefined)
→ 3	1.9	1	1.7	0.1	15	-3.0	93	-1	2	3
COc1ccc(OC)c(NC(=O)CSc2nc3scc(C)c3c(=O)[nH]2)c1
→ -9	0.2	12	4.7	-0.8	4	-0.6	93	4	-4	-19
COc1ccc(Cl)cc1NC(=O)CN1CCN(C(=O)N2CCOCC2)CC1
→ 27	-0.2	1	0.7	-2.0	6	-1.2	112	0	5	-4
CN(CC(=O)Nc1c(Cl)cccc1Cl)C(=O)CCNS(=O)(=O)c1ccccc1C(F)(F)F
→ x	4.4	0	-1.2	0.8	0	0.1	119	-1	3	238

Assay outcomes (PubChem BioAssay)
